Screening data from PubChem.
U2OS ROS induce: cancer cell ROS induction; U2OS ROS induction, H2DCF-DA fluorescence; ROS induction (% of piperlongumine), % at 10 µM; 46,000 tested, 2% active; AID 624156; in the data active means ROS induction above about 79%, passing the limit was not always enough;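 further: 0% = DMSO vehicle median and 100% = reference compound median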
An asterisk follows results filed as active. A portion of the library, so the mix of outcomes need not match the whole.

SMILES | U2OS ROS induce
C[C@@H]1CN([C@@H](C)CO)C(=O)Cc2cc(NS(=O)(=O)c3ccc(F)cc3)ccc2O[C@@H]1CN(C)S(=O)(=O)c1cn(C)cn1 | 1
C[C@H]1CN([C@@H](C)CO)C(=O)c2cccc(NC(=O)c3ccncc3)c2O[C@H]1CN(C)S(=O)(=O)c1ccccc1 | -13
CCCCN(C)C(=O)Cn1ncc2c3ccccc3n(C)c2c1=O | -7
C[C@H](CO)N1C[C@H](C)[C@@H](CN(C)S(=O)(=O)c2ccc(Cl)cc2)Oc2c(NS(=O)(=O)c3ccc(Cl)cc3)cccc2C1=O | -6
CC(C)NC(=O)Nc1ccc2c(c1)CC(=O)N([C@@H](C)CO)C[C@@H](C)[C@@H](CN(C)CC1CCCCC1)O2 | 0
COc1ccc(-c2cc(-c3ccccc3)c(C#N)c(SC3CCCCC3=O)n2)cc1 (centres undefined) | 27
C[C@H](CO)N1C[C@H](C)[C@H](CN(C)CC2CC2)Oc2c(NS(=O)(=O)c3ccc(Cl)cc3)cccc2C1=O | -1
COc1ccc(-c2cc(C(=O)NC3CCCC3)c3ccccc3n2)cc1 | 2
CCCCc1ccc(NC(=O)CC)cc1 | 24
C[C@H]1CN([C@@H](C)CO)C(=O)c2cc(NC(=O)Cc3cn(C)c4ccccc34)ccc2O[C@H]1CN(C)C | 0
Cc1cc(C)c2c(=O)cc(C(F)(F)F)oc2c1 | 0
O=C(CSc1ccc(-c2ccncc2)nn1)Nc1ccccc1 | -1
C[C@@H]1CN([C@H](C)CO)C(=O)Cc2cc(NS(=O)(=O)c3cccs3)ccc2O[C@@H]1CN(C)Cc1ccc(Oc2ccccc2)cc1 | 14
COC(=O)Cn1ncn2nc(-c3cccs3)cc2c1=O | 10
COC(=O)C(CC#Cc1ccc2c(c1)[C@]1(C(=O)N2)[C@H](c2ccc(OCCO)cc2)N2[C@H](c3ccccc3)[C@H](c3ccccc3)OC(=O)[C@H]2[C@@H]1C(=O)N1CCN(c2ncccn2)CC1)C(=O)OC | 54
O=C1O[C@H](c2ccccc2)[C@H](c2ccccc2)N2[C@H]1[C@@H](C(=O)Nc1nc3ccccc3s1)[C@]1(C(=O)Nc3ccc(C#CCCO)cc31)[C@H]2c1ccc(OCCO)cc1 | 12
C[C@H](CO)N1C[C@H](C)[C@H](CN(C)C(=O)NC2CCCCC2)Oc2ccc(NS(=O)(=O)c3ccc(Cl)cc3)cc2CC1=O | 18
O=[N+]([O-])c1ncn(Cc2ccccn2)n1 | -4
Cc1ccc(S(=O)(=O)N(C)C[C@@H]2Oc3ccc(N(C)C)cc3C(=O)N([C@@H](C)CO)C[C@@H]2C)cc1 | 19
C[C@H]1CN([C@@H](C)CO)C(=O)c2cc(NC(=O)Cc3cn(C)c4ccccc34)ccc2O[C@H]1CN(C)Cc1ccc2c(c1)OCO2 | -10
O=C1c2ccccc2C(=O)N1CCc1cn2cccnc2n1 | -4
O=C1NC(=Nc2cccc3ccccc23)SC1(CO)CO | -12
O=S(=O)(N[C@@H]1CCCN(Cc2ccc(OCCO)cc2)C1)c1cccc(F)c1 | 15
Cc1ccc(S(=O)(=O)Nc2ccc3c(c2)CC(=O)N([C@@H](C)CO)C[C@H](C)[C@@H](CN(C)S(=O)(=O)c2ccccc2)O3)cc1 | 16
Cc1ccc(NC(=O)N(C2=NCC(C)(C)S2)c2ccc(F)c(Cl)c2)cc1 | 2
SMILES | U2OS ROS induce
C[C@@H]1CN([C@H](C)CO)C(=O)Cc2cc(NC(=O)Nc3ccc(C(F)(F)F)cc3)ccc2O[C@@H]1CN(C)Cc1ccc(C(=O)Nc2ccccc2N)cc1 | -1
O=C(O)C1=C[C@H](c2csc3ccccc23)C[C@H](OCCCCO)O1 | 0
C[C@H]1CN([C@@H](C)CO)C(=O)c2cccc(NC(=O)c3cnccn3)c2O[C@@H]1CN(C)S(=O)(=O)c1ccccc1 | -13
C[C@@H]1CN([C@H](C)CO)C(=O)c2cccc(NS(=O)(=O)c3ccccc3)c2O[C@H]1CN(C)S(=O)(=O)c1cccs1 | -1
Cc1ccc(S(=O)(=O)N(C)C[C@@H]2Oc3ccc(NC(=O)Nc4ccccc4)cc3CC(=O)N([C@@H](C)CO)C[C@@H]2C)cc1 | 6
Cc1ccc(S(=O)(=O)Nc2cccc3c2O[C@@H](CN(C)Cc2ccc(Cl)c(Cl)c2)[C@H](C)CN([C@H](C)CO)C3=O)cc1 | 18
CNC[C@@H]1Oc2ccc(NS(=O)(=O)c3ccc(F)cc3)cc2CC(=O)N([C@H](C)CO)C[C@H]1C | -2
Cc1nnc(Sc2cc(C(=O)NCCN(C)Cc3ccccc3)c3ccccc3n2)s1 | 22
C=CCSc1ncccc1C(=O)NCc1ccc(C)cc1 | -16
Cc1ccc(S(=O)(=O)N(C)C[C@H]2Oc3ccc(NC(=O)NC(C)C)cc3CC(=O)N([C@@H](C)CO)C[C@H]2C)cc1 | -10
CCN(CC)C(=O)c1sc(N2C(=O)Nc3ccccc3N2O)c(C(=O)OC)c1C | -5
C[C@H](CO)N1C[C@H](C)[C@H](CN(C)S(=O)(=O)c2cn(C)cn2)Oc2ccc(NC(=O)CCCN(C)C)cc2C1=O | 9
O=C(CC[n+]1ccc(/C=N/O)cc1)NCc1ccccc1 | 31
COc1ccc(NC(=O)Nc2cccc3c2O[C@@H](CN(C)S(=O)(=O)c2cccs2)[C@H](C)CN([C@@H](C)CO)C3=O)cc1 | -2
C[C@@H]1CN([C@@H](C)CO)C(=O)c2cccc(NS(=O)(=O)c3cn(C)cn3)c2O[C@H]1CN(C)CC1CCCCC1 | -6
C[C@@H]1CN([C@H](C)CO)C(=O)Cc2cc(NC(=O)Cc3ccccc3)ccc2O[C@@H]1CN(C)Cc1ccc2c(c1)OCO2 | 34
COc1ccc(S(=O)(=O)Nc2ccc3c(c2)CC(=O)N([C@H](C)CO)C[C@H](C)[C@H](CN(C)Cc2ccc(Oc4ccccc4)cc2)O3)cc1 | 26
OC(CSc1nc(-c2ccccc2)n(-c2ccccc2)n1)C(F)(F)F (centres undefined) | -6
COc1cc(O)cc(OC)c1/C=N/NC(=O)CCCCCCC(=O)Nc1ccccc1O | -8
O=C(O)CSc1c(-c2cccs2)[nH]c2ccccc12 | -17
C[C@H]1CN([C@@H](C)CO)C(=O)c2cccc(NC(=O)c3ccc(-c4nccs4)cc3)c2O[C@H]1CN(C)Cc1ccccc1 | 8
C[C@@H]1CN([C@H](C)CO)C(=O)c2cc(NS(=O)(=O)c3cccs3)ccc2O[C@H]1CN(C)Cc1ccc(Oc2ccccc2)cc1 | 1
O=C(CSc1ccc(F)cc1Cl)C12CC3CC(CC(C3)C1)C2 | 10
CCN(CC)C(=O)Cn1ncc2c(C)n(Cc3ccccc3F)c(C)c2c1=O | -3
O=C(CSc1nnc(-c2cccc(Cl)c2)n1-c1ccccc1)Nc1ccccc1-c1ccccc1 | 58
SMILES | U2OS ROS induce
CCOc1ccc(C2(C)CC(C)(C)Nc3ccccc32)cc1 (centres undefined) | 28
CS(=O)(=O)N1CCC(C(=O)NCCc2ccccc2)CC1 | -10
COc1ccc(-c2cc(C(=O)OCc3ccco3)c3ccccc3n2)cc1OC | 42
N#Cc1c(N)n(-c2ccc(O)cc2)c2nc3ccccc3nc12 | 18
Cc1noc(C)c1NC(=O)Nc1ccc2c(c1)C(=O)N([C@@H](C)CO)C[C@@H](C)[C@H](CN(C)Cc1ccc(-c3ccccc3)cc1)O2 | 5
C[C@@H]1CN([C@H](C)CO)C(=O)Cc2cc(NC(=O)C3CC3)ccc2O[C@H]1CN(C)Cc1ccncc1 | -2
C[C@@H]1CCCCO[C@@H](CN(C)S(=O)(=O)c2ccc(Cl)cc2)[C@@H](C)CN([C@H](C)CO)C(=O)c2cc(NC(=O)Nc3ccc(F)cc3)ccc2O1 | 38
O=C(c1ccc(COc2c(F)c(F)c(F)c(F)c2F)o1)N1CCOCC1 | 2
COc1ccc(COCC(O)CS(=O)(=O)Cc2ccc(C)cc2)cc1 (centres undefined) | 1
C[C@H](CO)N1C[C@H](C)[C@@H](CN(C)C(=O)NC2CCCCC2)Oc2ccc(NC(=O)Cc3ccccc3)cc2C1=O | -1
O=C(NC1CCCC1)c1cc(=O)[nH]c2ccc(Br)cc12 | -4
COc1ccc(CC(=O)N2c3ccccc3Sc3ccccc32)cc1OC | -2
Cc1ccc(OCC(=O)Nc2ccc(S(=O)(=O)N3CCCC3)cc2)cc1 | -4
Cc1ccc(S(=O)(=O)N2CCCC3(CCCCC3)C2)cc1 | 40
C[C@@H]1CN([C@@H](C)CO)C(=O)c2cc(N(C)C)ccc2O[C@H]1CN(C)Cc1ccc(C(F)(F)F)cc1 | -5
CC1CCCC(NC(=O)CSCc2cnn(-c3ccccc3)c2-n2cccc2)C1C (centres undefined) | 14
C[C@@H]1CN([C@H](C)CO)C(=O)c2cc(NS(=O)(=O)c3ccc(Cl)cc3)ccc2O[C@@H]1CN(C)Cc1ccc(C(=O)Nc2ccccc2N)cc1 | 23
C[C@@H]1CN([C@H](C)CO)C(=O)Cc2cc(NC(=O)Nc3ccccc3)ccc2O[C@@H]1CN(C)C(=O)Nc1ccccc1 | 4
C[C@@H]1CN([C@@H](C)CO)C(=O)Cc2cc(NC(=O)Nc3ccccc3)ccc2O[C@@H]1CN(C)Cc1ccccc1 | 68
COc1ccc(S(=O)(=O)NCCc2ccc(OC)c(OC)c2)cc1Cl | 5
COc1ccc(C2CC(=O)c3ccc(OC)cc3O2)cc1 (centres undefined) | 23
CCOC(=O)c1nnn2c1nc(N1CCN(c3ccccc3)CC1)c1ccccc12 | 155*
C[C@H]1CN([C@@H](C)CO)C(=O)c2cccc(NS(C)(=O)=O)c2O[C@H]1CN(C)Cc1ccc2c(c1)OCO2 | -5
CCOC(=O)CNc1nc2ccccc2n2cnnc12 | -4
C=C(CO)C(=O)O[C@H]1C[C@@]2(C)OC(=O)/C(=C/C)[C@@]23CC[C@@](C)(O)CC(=O)[C@@]1(C(=C)C(=O)OC)O3 | 25

As a working copy, 15 of the compounds above:
SMILES | U2OS ROS induce
O=C(NC1CCCC1)c1cc(=O)[nH]c2ccc(Br)cc12 | -4
COc1ccc(CC(=O)N2c3ccccc3Sc3ccccc32)cc1OC | -2
Cc1ccc(OCC(=O)Nc2ccc(S(=O)(=O)N3CCCC3)cc2)cc1 | -4
Cc1ccc(S(=O)(=O)N2CCCC3(CCCCC3)C2)cc1 | 40
C[C@@H]1CN([C@@H](C)CO)C(=O)c2cc(N(C)C)ccc2O[C@H]1CN(C)Cc1ccc(C(F)(F)F)cc1 | -5
CC1CCCC(NC(=O)CSCc2cnn(-c3ccccc3)c2-n2cccc2)C1C (centres undefined) | 14
C[C@@H]1CN([C@H](C)CO)C(=O)c2cc(NS(=O)(=O)c3ccc(Cl)cc3)ccc2O[C@@H]1CN(C)Cc1ccc(C(=O)Nc2ccccc2N)cc1 | 23
C[C@@H]1CN([C@H](C)CO)C(=O)Cc2cc(NC(=O)Nc3ccccc3)ccc2O[C@@H]1CN(C)C(=O)Nc1ccccc1 | 4
C[C@@H]1CN([C@@H](C)CO)C(=O)Cc2cc(NC(=O)Nc3ccccc3)ccc2O[C@@H]1CN(C)Cc1ccccc1 | 68
COc1ccc(S(=O)(=O)NCCc2ccc(OC)c(OC)c2)cc1Cl | 5
COc1ccc(C2CC(=O)c3ccc(OC)cc3O2)cc1 (centres undefined) | 23
CCOC(=O)c1nnn2c1nc(N1CCN(c3ccccc3)CC1)c1ccccc12 | 155*
C[C@H]1CN([C@@H](C)CO)C(=O)c2cccc(NS(C)(=O)=O)c2O[C@H]1CN(C)Cc1ccc2c(c1)OCO2 | -5
CCOC(=O)CNc1nc2ccccc2n2cnnc12 | -4
C=C(CO)C(=O)O[C@H]1C[C@@]2(C)OC(=O)/C(=C/C)[C@@]23CC[C@@](C)(O)CC(=O)[C@@]1(C(=C)C(=O)OC)O3 | 25

The listing continues.
SMILES | U2OS ROS induce
C[C@H](CO)N1C[C@H](C)[C@H](CN(C)S(=O)(=O)c2ccc(F)cc2)Oc2ncc(C#Cc3ccc(C(F)(F)F)cc3)cc2C1=O | 22
CC(C)Cc1ccc(C(C)C(=O)N2CCN(c3ccc(C(F)(F)F)cn3)CC2)cc1 (centres undefined) | 1
NS(=O)(=O)c1ccc(CCNc2nc3c(-c4ccc(Cl)cc4)nnn3c3ccccc23)cc1 | 59
Cc1ccc(N(CC(=O)Nc2cc(Cl)ccc2C)S(C)(=O)=O)c(C)c1 | 1
Cc1ccc(CSc2nc3ccc(C(=O)NCCN4CCCC4)cc3n2C)cc1 | 4
COC(=O)CCCCCCC(=O)N/N=C/c1cc(OC)c(OC)cc1Br | 13
Cc1noc(C)c1S(=O)(=O)N(C)C[C@@H]1Oc2c(NS(=O)(=O)c3cn(C)cn3)cccc2C(=O)N([C@H](C)CO)C[C@H]1C | -10
O=C(c1cccs1)n1nc(-c2ccccc2)nc1NCc1ccco1 | 12
Cc1cc(Cl)ccc1NC(=O)CN(c1cccc(Cl)c1)S(C)(=O)=O | -16
COc1cccc(NC(=O)N(C)C[C@H]2OCc3cnnn3CCCC(=O)N([C@H](C)CO)C[C@H]2C)c1 | -26
Cn1c(SCC(=O)N2c3ccccc3Sc3ccccc32)nnc1-c1ccccc1Cl | -5
C[C@@H]1CN([C@H](C)CO)C(=O)c2cc(NS(=O)(=O)c3cccs3)ccc2O[C@@H]1CN(C)S(=O)(=O)c1ccc(F)cc1 | 19
Cc1ccc(S(=O)(=O)N(C)C[C@H]2Oc3ccc(NC(=O)NC4CCCCC4)cc3CC(=O)N([C@@H](C)CO)C[C@H]2C)cc1 | 9
C=CCn1c(SCc2ccccc2C#N)nnc1-c1ccccc1O | -7
Nc1cc(N)nc(SCc2cccnc2)n1 | -4
O=C(CCCCCC(=O)Nc1ccccc1O)N/N=C/c1ccc(O)cc1 | -1
COc1cc(CO)ccc1OCc1cccc(C(=O)O)c1 | -9
COc1ccc([Si](C)(C)[C@H]2[C@H](CCn3cc(CCO)nn3)O[C@@]3(C(=O)N(Cc4ccc(N5C(=O)c6cccc7cccc5c67)cc4)c4ccccc43)[C@@H]2C)cc1 | 30
O=C(c1ccc2c(=O)n3c(nc2c1)CCCCC3)N1CCCC1 | -9
C[C@H](CO)N1C[C@H](C)[C@H](CN(C)C(=O)Nc2ccccc2)Oc2ccc(NC(=O)Nc3ccccc3)cc2C1=O | -5
Oc1ccc(C(=S)N2CCCCC2)cc1 | -3
